HTRA1 inh: blocks human HTRA1 serine peptidase; 340,000 tested, 0.5% active; inhibition, % at 5.96 µM; recombinant HTRA1, FP-rhodamine activity-based probe, fluorescence polarization; Q92743; in the data active = inhibition above about 36%;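 note: 0% = enzyme with DMSO and 100% = wells lacking enzyme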
PRMT1 FP inh: blocks human protein arginine methyltransferase 1. recombinant PRMT1, activity-based probe fluorescence polarization. 370,000 tested, 1.3% active. Q99873. inhibition, % at 2.79 µM;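 active = inhibition above about 21% made by adding two undisclosed values, limit read from the data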
Target sequence (Q99873 whole entry, looked up): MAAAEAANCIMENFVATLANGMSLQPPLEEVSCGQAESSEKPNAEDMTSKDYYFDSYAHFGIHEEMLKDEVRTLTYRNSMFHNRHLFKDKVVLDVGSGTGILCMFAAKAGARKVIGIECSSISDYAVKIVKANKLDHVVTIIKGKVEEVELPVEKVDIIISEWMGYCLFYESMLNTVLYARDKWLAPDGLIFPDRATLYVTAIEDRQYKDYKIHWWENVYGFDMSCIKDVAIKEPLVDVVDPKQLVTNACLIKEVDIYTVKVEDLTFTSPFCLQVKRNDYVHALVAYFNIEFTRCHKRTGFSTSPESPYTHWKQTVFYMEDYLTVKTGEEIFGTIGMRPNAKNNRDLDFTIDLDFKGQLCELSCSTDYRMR
MBD2 inh: inhibitors of human MBD2 binding to methylated oligonucleotide. TR-FRET. inhibition, % at 4.4 µM. 370,000 tested, 0.31% active; in the data active = inhibition above about 13%
ABHD4 inh: ABHD4 (mouse) inhibition, primary FP screen; purified mABHD4, FP-Rh probe fluorescence polarization; Q8VD66; AID 720543; inhibition, % at 8.92 µM; 370,000 tested, 0.54% active;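 active = inhibition exceeding the mean over every tested compound plus 3 SD, cut at about 30% in these data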;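 note: 0% = plate median of compound wells and 100% = S159A mutant with DMSO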
Target sequence (Q8VD66 whole entry, looked up): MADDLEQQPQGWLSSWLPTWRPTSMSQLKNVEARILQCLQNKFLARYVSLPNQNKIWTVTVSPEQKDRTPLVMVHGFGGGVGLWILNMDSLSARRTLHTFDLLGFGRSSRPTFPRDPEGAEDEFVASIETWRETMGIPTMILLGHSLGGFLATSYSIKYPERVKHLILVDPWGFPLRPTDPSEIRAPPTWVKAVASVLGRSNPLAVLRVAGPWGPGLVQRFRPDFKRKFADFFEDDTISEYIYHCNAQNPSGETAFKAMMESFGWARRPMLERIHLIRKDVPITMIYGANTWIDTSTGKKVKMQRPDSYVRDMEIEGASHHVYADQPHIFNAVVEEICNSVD
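Test system: mouse ABHD4 enzyme, wild type. Reagent: FP-Rh fluorescent activity-based probe, added after compound pre-incubation. Timing: pre-incubation 45 min, probe exposure 60 min, at 25 °C. Technique: FP readout, ex 525 nm / em 598 nm. Benchmarks: high control S159A mutant with DMSO, low control median of compound wells.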
PG9 binder: binds the HIV-1 gp120 antibody PG9; TR-FRET gp120-PG9 antibody binding; inhibition, % at 6.7 µM; 360,000 tested, 0.43% active; AID 624416; in the data active = inhibition above about 8.5%
UHRF1 binding: human UHRF1 methylated DNA binding inhibitors; Q96T88; UHRF1 binding to methylated oligo, TR-FRET; inhibition, % at 4.4 µM; 370,000 tested, 0.75% active; AID 687016; in the data active = inhibition above about 21%;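 note: UHRF1 SRA domain binding a hemimethylated CpG hairpin DNA probe; 0% = median of test compound wells and 100% = reference inhibitor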
Rev-erbA mod: modulators of human Rev-erb alpha DNA binding; P20393; 370,000 tested, 0.79% active; activity, % at 10 µM; Rev-erbα–FITC-DNA binding, fluorescence polarization, 90 min; AID 1259318;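 active = activity above about 14%, limit read from the data; passing the limit was not always enough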;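 note: 0% = DMSO wells with 35 nM protein and 100% = DMSO wells with 750 nM protein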
rCAG RNA binder: binds r(CAG) RNA repeats | r(CAG) RNA repeat, TO-PRO-1 dye displacement fluorescence | inhibition, % at 3 µM | 370,000 tested, 1.3% active;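 active = inhibition above the plate cutoff, the mean of all test compounds on that plate plus 3 SD, cut at about 35% in these data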;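 note: 0% = DMSO alone and 100% = 100 µM mitoxantrone as full dye displacement; higher means more dye released from RNA so lower well fluorescence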
TCR CD3 inh: human TCR-CD3 binding inhibition. TAMRA-labeled TCR probe fluorescence, biochemical. inhibition, % at 9.4 µM. 360,000 tested, 0.37% active. AID 651800; in the data active = inhibition above about 19%;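 note: recombinant mutant TCR 2C K166C tagged with TAMRA read by polarization; 0% = receptor in buffer alone and 100% = receptor with positive control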
LEDGF integ inh: blocks HIV-1 LEDGF/p75-dependent DNA integration; TR-FRET IN-LEDGF/p75 DNA integration, Eu/Cy5; inhibition, % at 3.7 µM; 370,000 tested, 0.64% active; AID 743269;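 active = inhibition above the screen-wide mean plus 3 SD, cut at about 13% in these data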;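 note: signal is the Cy5 over europium emission ratio at 671 and 618 nm; 0% = plate median of compound wells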
An asterisk follows results filed as active; nt = no result given.

Assay codes: A = HTRA1 inh; B = PRMT1 FP inh; C = MBD2 inh; D = ABHD4 inh; E = PG9 binder; F = UHRF1 binding; G = Rev-erbA mod; H = rCAG RNA binder; I = TCR CD3 inh; J = LEDGF integ inh
[1] O=C(NCCc1ccccc1)c1cnc(Cl)c(Cl)c1
  A: 3	B: 1	C: 3	D: -2	E: -1.2	F: 1	G: 7	H: 1	I: -3	J: -9
[2] Cc1ccc(Cc2cnc(NC(=O)/C(C#N)=C/c3ccc(-c4ccccc4[N+](=O)[O-])o3)s2)cc1
  A: -4	B: -1	C: 1	D: 2	E: -2.0	F: -1	G: 1	H: 7	I: 2	J: 0
[3] CCc1ccc(NC(=O)c2cnc(N3CCN(c4ccccn4)CC3)c3ccccc23)cc1
  A: nt	B: -1	C: 2	D: -2	E: -3.3	F: 0	G: 10	H: 6	I: -1	J: -4
[4] CC(=O)c1cccc(NC(=O)C(C)OC(=O)c2ccc(-n3cnnn3)cc2)c1 (stereo not given)
  A: -21	B: -1	C: -3	D: 2	E: 1.1	F: 5	G: -5	H: 2	I: 0	J: 3
[5] Cc1ccc(OCC(=O)NNC(=O)CCc2ccccc2)cc1
  A: -1	B: -3	C: -1	D: 0	E: -0.8	F: 0	G: -7	H: -4	I: 2	J: -5
[6] Cn1c(SCC(=O)NCc2ccco2)nnc1-c1ccc(S(=O)(=O)N2CCOCC2)cc1
  A: -8	B: 2	C: -8	D: 4	E: 0.8	F: -1	G: -3	H: 3	I: 3	J: 1
[7] O=C(CCN=C1NS(=O)(=O)c2ccccc21)OCC(=O)c1ccccc1Cl
  A: 0	B: 0	C: 3	D: 6	E: -1.3	F: 5	G: -1	H: 10	I: -4	J: -4
[8] Cc1cccc(S(=O)(=O)NC(Cc2c[nH]c3ccccc23)C(=O)O)c1 (stereo not given)
  A: 6	B: 0	C: 2	D: 4	E: -1.1	F: -2	G: 1	H: 4	I: 3	J: -5
[9] COc1ccc(CN2CCN(CC=C(C)C)C(CCO)C2)cc1Cn1cccn1 (stereo not given)
  A: 2	B: 1	C: 0	D: 4	E: -2.0	F: 1	G: -2	H: -3	I: 0	J: -2
[10] CCOP(=O)(OCC)C(Nc1cccc(C(F)(F)F)c1)c1ccc(F)cc1 (stereo not given)
  A: -6	B: 1	C: -3	D: -4	E: 0.3	F: -1	G: 2	H: -4	I: 11	J: 1
[11] O=C(NCc1cccnc1)C(=O)Nc1ccc2c(c1)OCO2
  A: 7	B: -2	C: -5	D: -2	E: 1.9	F: -3	G: -4	H: -2	I: 0	J: -3
[12] CNC(=O)C1CCC(=O)N1Cc1ccc(C)cc1 (stereo not given)
  A: -3	B: 0	C: -3	D: 2	E: 0.6	F: 5	G: 2	H: 5	I: -4	J: 0
[13] CCCNC(=O)C1(C)CCCN(C(=O)c2ccc(F)c(Cl)c2)C1 (stereo not given)
  A: nt	B: -6	C: -2	D: 0	E: -3.5	F: -1	G: -2	H: 1	I: -3	J: 2
[14] COCCNC(=O)C1CCN(S(=O)(=O)N2CCC3(CC2)OCCO3)CC1
  A: -4	B: -1	C: -1	D: 1	E: 0.4	F: -2	G: -4	H: -4	I: 5	J: -6
[15] O=C1c2ccccc2CC1Sc1nnc(-c2ccccn2)o1 (stereo not given)
  A: 0	B: 1	C: 3	D: 11	E: -2.4	F: 1	G: -5	H: 2	I: 1	J: 2

Part of the list above in order of heavy-atom count, falling:
Assay codes: A = HTRA1 inh; B = PRMT1 FP inh; C = MBD2 inh; D = ABHD4 inh; E = PG9 binder; F = UHRF1 binding; G = Rev-erbA mod; H = rCAG RNA binder; I = TCR CD3 inh; J = LEDGF integ inh
[2] Cc1ccc(Cc2cnc(NC(=O)/C(C#N)=C/c3ccc(-c4ccccc4[N+](=O)[O-])o3)s2)cc1
  A: -4	B: -1	C: 1	D: 2	E: -2.0	F: -1	G: 1	H: 7	I: 2	J: 0
[5] Cc1ccc(OCC(=O)NNC(=O)CCc2ccccc2)cc1
  A: -1	B: -3	C: -1	D: 0	E: -0.8	F: 0	G: -7	H: -4	I: 2	J: -5
[15] O=C1c2ccccc2CC1Sc1nnc(-c2ccccn2)o1 (stereo not given)
  A: 0	B: 1	C: 3	D: 11	E: -2.4	F: 1	G: -5	H: 2	I: 1	J: 2

Returning to the listing; the 5 compounds before the break are reprinted first.
Assay codes: A = HTRA1 inh; B = PRMT1 FP inh; C = MBD2 inh; D = ABHD4 inh; E = PG9 binder; F = UHRF1 binding; G = Rev-erbA mod; H = rCAG RNA binder; I = TCR CD3 inh; J = LEDGF integ inh
[11] O=C(NCc1cccnc1)C(=O)Nc1ccc2c(c1)OCO2
  A: 7	B: -2	C: -5	D: -2	E: 1.9	F: -3	G: -4	H: -2	I: 0	J: -3
[12] CNC(=O)C1CCC(=O)N1Cc1ccc(C)cc1 (stereo not given)
  A: -3	B: 0	C: -3	D: 2	E: 0.6	F: 5	G: 2	H: 5	I: -4	J: 0
[13] CCCNC(=O)C1(C)CCCN(C(=O)c2ccc(F)c(Cl)c2)C1 (stereo not given)
  A: nt	B: -6	C: -2	D: 0	E: -3.5	F: -1	G: -2	H: 1	I: -3	J: 2
[14] COCCNC(=O)C1CCN(S(=O)(=O)N2CCC3(CC2)OCCO3)CC1
  A: -4	B: -1	C: -1	D: 1	E: 0.4	F: -2	G: -4	H: -4	I: 5	J: -6
[15] O=C1c2ccccc2CC1Sc1nnc(-c2ccccn2)o1 (stereo not given)
  A: 0	B: 1	C: 3	D: 11	E: -2.4	F: 1	G: -5	H: 2	I: 1	J: 2
[16] O=C1c2ccc([N+](=O)[O-])cc2C(=O)N1c1c[nH]c(=O)[nH]c1=O
  A: nt	B: 6	C: 1	D: -3	E: -0.1	F: -4	G: -2	H: 1	I: -3	J: 6
[17] CCn1c2ccccc2c2nnc(SCC(=O)c3c(N)n(C)c(=O)n(C)c3=O)nc21
  A: -6	B: 1	C: -4	D: 3	E: -0.3	F: 2	G: 11	H: 1	I: 5	J: 3
[18] Cn1c(SCc2ccccc2)nnc1-c1c[nH]c2ccccc12
  A: -4	B: 4	C: 1	D: -4	E: -0.4	F: 3	G: -3	H: -1	I: -1	J: -4
[19] CCc1ccc(N(CC(=O)NCc2ccc(OC)cc2)C(=O)CCC(=O)Nc2ccccn2)cc1
  A: 6	B: 0	C: -7	D: 1	E: 0.1	F: -2	G: -1	H: 0	I: 0	J: 0
[20] CC1=C(C(=O)OCc2ccccc2)C(c2ccoc2)C(C#N)=C(N)O1 (stereo not given)
  A: 0	B: -1	C: -11	D: 5	E: 1.6	F: -3	G: 6	H: 6	I: 6	J: 1
[21] O=C(c1ccc(N2CCOCC2)c([N+](=O)[O-])c1)N1CCN(c2ccccc2F)CC1
  A: -1	B: 2	C: 1	D: -2	E: -1.2	F: -1	G: 8	H: 4	I: -7	J: -7
[22] CSCC[C@H](NC(=O)C1=NN(c2c(F)c(F)cc(F)c2F)C(=O)CC1)c1nc2ccccc2[nH]1
  A: -3	B: -2	C: 1	D: 2	E: -0.8	F: -1	G: 6	H: 10	I: 6	J: -3
[23] Cc1ccc(NC(=O)/C(=C\c2cccs2)NC(=O)c2ccccc2)cc1
  A: 2	B: 2	C: 2	D: -6	E: -0.3	F: 3	G: 0	H: 2	I: -10	J: 0
[24] Cc1ccc(C(c2nnnn2CC2CCCO2)N2CCN(C(=O)c3ccco3)CC2)cc1 (stereo not given)
  A: -1	B: 2	C: 6	D: -1	E: -0.7	F: 1	G: -3	H: 2	I: -10	J: 2
[25] Cc1cc(C(F)(F)F)nn1CC(=O)NCc1cccs1
  A: 2	B: -2	C: -1	D: 1	E: 1.8	F: 2	G: -8	H: 1	I: 0	J: 0
[26] Cc1c(C(=O)O)oc2ccc(S(=O)(=O)NCc3ccc4c(c3)OCO4)cc12
  A: 0	B: -3	C: -11	D: -9	E: 0.6	F: -1	G: 7	H: 4	I: 7	J: 1

Screening results as filed in PubChem.

Only part of the results is shown; rates above refer to the full screens.
